Screening results: PubChem BioAssay, PCMD
CatG inh = cathepsin G (human) inhibition | inhibition, % at 5 µM (by protocol) | P08311 | actives 0.2% (n = 62,000) | purified enzyme, AMC-tetrapeptide fluorescence, pooled mixtures;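 active = inhibition above 20% in each of the two mixture wells holding the compound; inactive = inhibition of 20% or less in either well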;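 note: 0% = enzyme control without mixture and 100% = blank lacking enzyme; strong numbers were not always called active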
CatS block = blocks human cathepsin S protease activity; P25774; recombinant cathepsin S, AMC dipeptide fluorescence, pooled mixtures; inhibition, %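 (tested at 5 µM per compound within 10-compound mixtures)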; actives 0.06% (n = 62,000); in the data active = inhibition above about 32%, passing the limit was not always enough;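 note: 0% = enzyme without compound and 100% = blank without enzyme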
Target sequence (P25774 115-331 limits assumed): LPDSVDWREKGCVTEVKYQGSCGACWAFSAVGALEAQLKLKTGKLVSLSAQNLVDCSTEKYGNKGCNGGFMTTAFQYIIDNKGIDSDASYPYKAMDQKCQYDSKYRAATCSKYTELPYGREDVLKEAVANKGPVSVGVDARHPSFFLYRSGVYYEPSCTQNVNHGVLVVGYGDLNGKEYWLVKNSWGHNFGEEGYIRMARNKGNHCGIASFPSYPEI
C1s block = blocks human complement C1s protease activity. P09871. purified C1s, fluorogenic AMC substrate, pooled mixtures. mean inhibition % of two 10-compound mixtures (active compounds read high), % at 5 µM (by protocol). actives 0.16% (n = 62,000). AID 538;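 active = inhibition above 20% in each of the two 10-compound mixture wells holding the compound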;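 note: 0% = enzyme wells lacking compound mixture and 100% = no-enzyme blank wells; some compounds called inactive have numbers as strong as hits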
Target sequence (P09871 16-437 limits assumed): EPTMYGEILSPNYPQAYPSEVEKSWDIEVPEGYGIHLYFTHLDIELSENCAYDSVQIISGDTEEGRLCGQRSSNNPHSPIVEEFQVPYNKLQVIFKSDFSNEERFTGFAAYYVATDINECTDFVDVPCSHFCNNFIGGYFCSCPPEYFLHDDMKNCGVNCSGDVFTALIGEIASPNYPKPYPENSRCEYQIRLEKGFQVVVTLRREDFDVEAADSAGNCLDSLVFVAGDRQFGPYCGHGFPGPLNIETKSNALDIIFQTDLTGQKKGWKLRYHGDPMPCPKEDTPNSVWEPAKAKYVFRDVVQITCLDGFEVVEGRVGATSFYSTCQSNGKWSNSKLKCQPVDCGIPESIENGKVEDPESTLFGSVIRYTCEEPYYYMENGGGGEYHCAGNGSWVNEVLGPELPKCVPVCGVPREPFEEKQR
Target sequence (P09871 438-688 limits assumed): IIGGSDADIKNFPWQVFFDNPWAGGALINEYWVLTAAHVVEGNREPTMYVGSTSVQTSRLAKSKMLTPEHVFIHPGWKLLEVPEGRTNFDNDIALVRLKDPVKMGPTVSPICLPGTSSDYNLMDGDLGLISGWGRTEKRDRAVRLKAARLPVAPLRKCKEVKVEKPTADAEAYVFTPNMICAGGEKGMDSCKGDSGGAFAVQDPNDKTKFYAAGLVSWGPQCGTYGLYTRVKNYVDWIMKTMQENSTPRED
CatB inh = blocks human cathepsin B protease activity; P07858; inhibition, %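 (tested at 10 µM)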; actives 0.1% (n = 63,000); purified cathepsin B, fluorogenic substrate, fluorescence; AID 453; in the data active = inhibition above about 21%;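 note: 0% = enzyme with no compound and 100% = no enzyme blank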
AP complement = alternative pathway complement inhibition, orthogonal assay | Human serum alternative complement pathway, LPS-coated ELISA, C3 deposition; tested in compound mixtures | inhibition, % at 5 µM | actives 0.08% (n = 62,000) | AID 1235;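 active = inhibition above 30% in each of the two pooled mixtures holding the compound, so the lower value exceeds 30%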;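 note: 0% = serum in Mg-EGTA without compound and 100% = EDTA serum blank; some compounds past the cut are filed as inactive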
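Test system – human serum alternative complement pathway, C3 deposition on LPS-coated wells · Buffer or medium – diluted human serum in Mg2+-EGTA GVB++ · Compound dosing – 5 µM each compound, pools of ten, 50 µM per pool · Schedule – 1 h serum-compound exposure at 37 °C · Measured by – Anti-C3 ELISA, OD 450 nm · Read-out basis – percent inhibition of C3 deposition onto LPS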
FXIa inh mix = inhibitors of human coagulation factor XIa, pooled mixtures; actives 0.19% (n = 62,000); inhibition, % at 5 µM; purified FXIa, fluorogenic substrate; in the data active = inhibition above about 20%, passing the limit was not always enough;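 note: each value is inhibition by a whole ten-compound pool holding the compound; 0% = enzyme with no mixture and 100% = wells lacking enzyme; strong numbers were not always called active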
CatL block = inhibitors of human cathepsin L | purified cathepsin L, fluorogenic substrate, fluorescence | inhibition, %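 (tested at 10 µM)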 | actives 0.17% (n = 58,000); in the data active = inhibition above about 45%;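 note: 0% = enzyme with no compound and 100% = no enzyme blank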
CatB mix inh = human cathepsin B inhibition by mixtures. Purified cathepsin B, AMC dipeptide fluorescence, compound mixtures. actives 0.06% (n = 62,000). P07858. inhibition, %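 (ten-compound pools at 5 µM per compound and 50 µM total)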. AID 488; in the data active = inhibition above about 22%, passing the limit was not always enough;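 note: 0% = enzyme without compound and 100% = no enzyme blank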
Ec RNAP inh = Escherichia coli RNA polymerase inhibition. E. coli RNA polymerase, fluorescence transcription assay. actives 0.2% (n = 62,000). P0A8V2. AID 559. inhibition, %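 (tested at 10 µM)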; in the data active = inhibition above about 20%;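 note: 0% = enzyme without compound and 100% = no enzyme blank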
Active calls of the source: *; x = not tested or not shown.

SMILES	CatG inh	CatS block	C1s block	CatB inh	AP complement	FXIa inh mix	CatL block	CatB mix inh	Ec RNAP inh
CSc1ccc(Cl)c(C(=O)OCC(=O)N2CC(C)OC(C)C2)c1 (centres undefined)	-20	-26	-218	3	22	-30	-6	-10	0
COCCN1Cc2cccc(C(=O)NCc3ccccn3)c2C1=O	8	-13	9	6	11	4	13	1	8
CC(=O)OCc1c(COC(C)=O)[n+](=O)c2ccccc2n1[O-]	10	10	3	-1	8	-5	-6	2	11
COc1ccc(F)cc1S(=O)(=O)NC(Cc1ccccc1)C(N)=O (centres undefined)	-3	-2	-8	-1	9	6	2	-5	-3
CCOC(=O)C1C(=O)OC(C)(C)C1C(C)C(=O)c1ccc(OC)cc1 (centres undefined)	3	-6	-2	-2	10	5	-3	-5	-11
COc1ccc(CN=CC2=C(O)CNC2=O)cc1OC	6	-7	6	5	6	-2	-9	3	-2
COc1cccc(C2N(c3ccc(Cl)c(Cl)c3)C(=O)C3CCCN32)c1OC (centres undefined)	11	-2	16	2	2	11	-1	1	7
CCN(CC)CCNC(=O)c1ccc(N2CCCCC2)c(NS(=O)(=O)c2ccc(C)cc2)c1	4	-5	5	1	9	8	-2	8	7
COc1ccc(-c2cc3ccccc3n2CC(O)CN2CCN(CCO)CC2)cc1 (centres undefined)	5	-11	-42	-1	11	-12	-4	-1	6
CC1CCc2cc(F)ccc2N1C(=O)CSc1nnc(-c2cccs2)n1C (centres undefined)	-1	13	1	-2	8	5	-4	5	6
CC(=O)c1cc2c(cc1NC(=O)c1ccc(-n3nc(C)cc3C)cc1)OCO2	5	0	-23	-2	14	4	x	-2	2
CC(C)NC(=O)c1cc(-c2ccco2)on1	-2	-7	-3	3	0	4	-4	0	2
CCCCN(C(=O)CNC(=O)c1ccco1)C(C(=O)NC1CCCCC1)c1ccc(OC)cc1OC (centres undefined)	4	4	2	2	14	5	-1	4	8
CCCCOC(=O)C1=C(C)Nc2nnnn2C1c1ccc(OC)c(OC)c1OC (centres undefined)	6	2	11	3	18	12	3	0	-1
COc1ccc(OC)c(S(=O)(=O)Nc2ccccc2C)c1	9	-5	17	4	13	8	-6	4	2
CCOC(=O)C(NC(=O)c1ccccc1)(N1CCCC1=O)C(F)(F)F (centres undefined)	9	-6	0	-1	9	4	4	2	-2
CCNc1nc(NC(C)C)nc(Nn2cnnc2)n1	-7	3	-111	-2	0	-1	5	0	x
CC1N=C2c3ccccc3N=C(SCc3cc(=O)n4cc(Cl)ccc4n3)N2C1=O (centres undefined)	13	6	11	-2	15	7	-9	4	8
Cc1cccc2cc(COC(=O)C(C)C)c(=O)[nH]c12	11	5	13	0	-5	8	-13	4	7
Cc1cccnc1NC(=O)Nc1cccc(C(F)(F)F)c1	8	-2	8	2	17	7	-8	10	2
O=C(c1cccn2c(=O)c3ccc(Cl)cc3nc12)N1CCN(Cc2ccc3c(c2)OCO3)CC1	-2	-1	-6	-4	6	0	-33	0	-1
O=C(O)c1ccc(OCC(O)Cn2cnc3ccccc32)cc1 (centres undefined)	6	-1	2	-2	6	9	-5	-2	x
CCCCOc1ccc(CSc2n[nH]c(C)n2)cc1	-10	-9	-8	1	11	0	-11	3	3
COCCCNC(=O)COc1ccc(Cl)c(C)c1	12	15	-34	-2	4	10	6	3	8
O=C(COc1ccc(Cl)cc1)NCc1nnc(SCC(=O)N2CCCc3ccccc32)o1	-6	-1	-84	-4	14	-11	10	2	7
O=C(O)C1C2C=CC3(O2)C1C(=O)N1c2ccccc2COC13 (centres undefined)	-9	-8	-41	2	-5	-3	-4	-2	-7
COc1ccc(NC(=O)Nc2cc(C)ccc2OC(F)F)c(OC)c1	-7	0	-65	0	9	-7	1	-1	3
COc1ccccc1N1CCN(C(=O)c2cc3cc(Br)ccc3oc2=O)CC1	2	0	4	1	14	6	-7	1	3
COc1cc(-c2nnc(SCC(=O)Nc3cc(C)on3)n2C)cc(OC)c1O	9	-13	14	-1	18	5	-12	3	4
CSc1ccccc1NC(=O)c1c(C)noc1C	0	8	-24	1	7	2	0	6	10
O=C(O)C1CCCCC1C(=O)Nc1nccs1 (centres undefined)	5	-2	1	4	12	-2	11	1	4
CSc1nnc(Cn2c(=O)sc3ccccc32)n1CCc1ccccc1	13	4	-29	2	10	7	33	-2	0
O=C1CCCN1CC(CN1CCOCC1)Sc1nnnn1-c1ccccc1 (centres undefined)	-1	3	-31	-4	9	5	x	4	3
CC(C)OC(=O)CCc1nc2ccccc2[nH]c1=O	11	-12	14	0	10	11	3	3	7
COc1ccc(-c2nnn(Cc3nn[nH]n3)n2)cc1OC	-9	-6	-86	2	11	-11	27	-5	3
Nc1ccn(-c2ccc(Cl)cc2)c(=O)c1	9	-3	-3	0	1	2	3	-4	7
COc1ccccc1-c1cc(C(=O)NC(C)C)no1	13	-3	7	1	17	7	-8	5	5
COc1cc2c(cc1OC)C(c1ccsc1)CC(=O)N2 (centres undefined)	2	-16	4	-2	6	3	4	7	7
CSc1nc(O)c(C2OC(=O)c3ccccc32)c(=O)[nH]1 (centres undefined)	13	-3	2	-2	5	15	9	6	-1
CCC(=O)c1ccc(N2CCN(C(=O)c3ccc(Br)cc3)CC2)c(F)c1	-4	-2	-48	-4	10	-5	-7	0	7

Next part; the last two above are carried over.
SMILES	CatG inh	CatS block	C1s block	CatB inh	AP complement	FXIa inh mix	CatL block	CatB mix inh	Ec RNAP inh
CSc1nc(O)c(C2OC(=O)c3ccccc32)c(=O)[nH]1 (centres undefined)	13	-3	2	-2	5	15	9	6	-1
CCC(=O)c1ccc(N2CCN(C(=O)c3ccc(Br)cc3)CC2)c(F)c1	-4	-2	-48	-4	10	-5	-7	0	7
CN1C(=O)NC(c2ccccc2)C2=C1CN(c1cccc(C(F)(F)F)c1)C2=O (centres undefined)	11	12	14	5	-8	3	-7	-1	6
CC(=O)COc1cc(C)cc2oc(=O)c(C)c(C)c12	6	-3	-32	-3	0	-3	-7	-5	3
CCc1ccc(NC(=O)C2CC(=O)N=C(N)S2)cc1 (centres undefined)	11	8	16	0	9	-1	15	5	10
CC(C)OC(=O)CN1CCN(S(=O)(=O)c2cc(Cl)ccc2Cl)CC1	10	12	18	1	8	3	19	6	4
O=C1CCCC2=C1C(c1ccncc1)c1c(nc(SCc3ccccc3)[nH]c1=O)N2 (centres undefined)	4	-2	-22	3	12	-16	-4	6	2
CC(=O)Nc1ccc(NS(=O)(=O)Cc2ccccc2)cc1	0	31	-9	0	8	2	0	-2	x
COc1ccc(-c2ccc(-c3noc(C(C)C)n3)c(OC)n2)cc1	-1	2	-16	2	-1	8	x	1	-3
N=c1c2c3c(sc2ncn1N)CCCCC3	8	15	3	7	-5	-4	5	1	1
Cc1ccc(CNC(=O)CCCNC(=O)c2ccc(Cl)cc2)n1C	1	-7	-61	7	15	-4	3	-3	8
CC1(C(=O)NC2CCCCCC2)CCC(=O)N1Cc1ccc2c(c1)OCO2 (centres undefined)	38	0	13	3	18	6	4	3	-1
COc1ccc(C(C)=O)cc1COC(=O)Cc1n[nH]c(=O)c2ccccc12	12	2	-8	3	8	6	15	2	6
O=C(Nc1sc2c(c1C(=O)NCc1ccco1)CCCC2)c1ccc2c(c1)OCO2	2	10	-27	8	-13	0	-16	5	3
N#CCCn1cc(/C=N/O)c(-c2ccc(-c3ccccc3)cc2)n1	7	-2	-8	0	19	9	-3	3	4
Cn1c(=O)[nH]c(=O)c2c1nc(NCCCn1ccnc1)n2Cc1ccccc1	-8	18	-41	6	-13	-6	1	6	3
C[C@H](C(=O)C=[N+]=[N-])N1C(=O)c2ccccc2C1=O	3	7	4	1	6	11	-1	-3	-1
Cc1nnc(SCC(=O)NC(C)(C)C)n1CCc1ccccc1	0	-11	-6	-4	10	1	-3	7	4
CS(=O)(=O)N1CCCC(C(=O)N2CCOCC2)C1 (centres undefined)	1	-6	12	2	9	7	-12	2	3
CCC(C)(C)n1nnnc1C(C(C)C)N1CCN(C)CC1 (centres undefined)	2	6	0	-4	11	-1	-6	-4	-4
CCn1c(SCc2ccccc2)nnc1-c1cccs1	7	-1	13	1	-24	-1	12	-2	10
CCN(CC)S(=O)(=O)c1cccc(C(=O)Nc2cccnc2)c1	0	-5	1	-1	9	4	10	-3	1
Cc1ccc(S(=O)(=O)C(C#N)c2nc3ccccc3nc2N2CCCC2)cc1C (centres undefined)	0	21	-7	-1	-1	0	-52	6	9
CC(CN1CCOCC1)C(=O)O (centres undefined)	0	-1	3	-4	13	2	-4	-1	-1
CSC1=C(C#N)C(CC(C)C)C2=C(CCCC2=O)N1 (centres undefined)	12	-1	13	4	-5	6	14	5	11
O=C(O)C1CC(c2cccc(Br)c2)=NO1 (centres undefined)	-15	-8	-23	5	-11	-4	6	-3	0
COCc1nnc(NS(=O)(=O)c2ccc(NC(C)=O)cc2)s1	0	-2	1	-3	17	5	-3	5	5
CCOC(=O)C1CCN(S(=O)(=O)c2c(C)n[nH]c2C)CC1	12	-2	-6	2	14	10	-2	6	6
CCN(CC)CCNC(=O)CCCCn1c(=S)[nH]c2c([nH]c3ccc(OC)cc32)c1=O	0	3	-5	-1	6	1	-3	3	1
Cc1ccc(C)c(NC(=O)CSc2nc3c(c(=O)n2C)SC(C)C3)c1 (centres undefined)	9	-5	15	4	33	6	x	6	7
NC1=NC(c2ccc(F)cc2)n2c(nc3ccccc32)N1 (centres undefined)	0	6	4	-7	16	7	3	6	1
Cn1c(Cn2c(=O)sc3ccccc32)nnc1SCC(=O)NCc1ccccc1Cl	11	-4	24	1	23	8	x	3	5
COC(=O)c1ccccc1NC(=O)COC(C)=O	10	7	7	6	12	3	7	4	12
COc1ccc(OCC(=O)Nc2ccc(S(=O)(=O)N3CCCCCC3)cc2)cc1	5	5	2	5	19	-2	-4	1	-2
CCOc1ccc(CCNc2cc(C)nc3ncnn23)cc1OCC	12	-3	17	3	9	2	x	5	6
Fc1ccc(C2CC(c3ccccc3)Nc3ncnn32)cc1 (centres undefined)	6	6	-1	-2	24	12	6	2	1
CCCCOP(=O)(c1ccc(N(C)C)cc1)C(O)c1ccncc1 (centres undefined)	13	-5	21	0	6	7	6	3	9
Cc1cc(NC(=O)Cc2cccs2)no1	4	2	12	4	18	6	-3	1	0
CC(=O)c1ccc(S(=O)(=O)NCCCC(=O)NCCc2ccccn2)cc1	7	-6	11	7	4	10	3	2	9
COC(=O)c1ccc(NC(=O)CSc2nnc(CNc3ccc(OC)cc3)n2C)cc1	5	0	3	1	-2	10	0	-1	2
O=C(CCCn1c(=S)[nH]c2cc3c(cc2c1=O)OCO3)N1CCN(c2ccc(F)cc2)CC1	6	-3	-1	5	16	-2	14	3	-1
CCOC(=O)c1nnn(-c2nonc2N)c1CN(C)Cc1ccccc1	-7	12	-47	1	-3	3	21	5	5
c1ccc2nc(-c3nc4ccccc4o3)ccc2c1	-5	8	-2	x	-11	0	3	0	x

Quoted from the listing:
c1ccc2nc(-c3nc4ccccc4o3)ccc2c1 – C1s block = -2
CCOC(=O)C1CCN(S(=O)(=O)c2c(C)n[nH]c2C)CC1 – CatL block = -2
CSC1=C(C#N)C(CC(C)C)C2=C(CCCC2=O)N1 (centres undefined) – CatB mix inh = 5
COc1ccc(OCC(=O)Nc2ccc(S(=O)(=O)N3CCCCCC3)cc2)cc1 – AP complement = 19
O=C(O)C1CC(c2cccc(Br)c2)=NO1 (centres undefined) – AP complement = -11

Not all compounds are listed (hit frequency here may not be typical).
